# LGR2 antag: Drosophila LGR2 receptor signaling inhibition. HEK293 LGR2, CRE-luciferase, bursicon-stimulated, 4 h. inhibition, % at 9.99 µM. hit rate 0.35% among 380,000;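 active = drop in luminescence signal, shown as inhibition above about 50% in the replicate tests, limit read from the data, passing the limit was not always enough; inconclusive = probably only some replicates passing the limit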;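 also: agonist challenge used bursicon conditioned medium at about half maximal strength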
# SIRT5 inh: inhibitors of human sirtuin-5 desuccinylase; Q9NXA8; Purified SirT5, succinyl-peptide AMC, trypsin-coupled fluorescence; inhibition, % at 15 µM; hit rate 1.1% among 330,000; AID 652115; in the data active = inhibition above about 15%; inconclusive = no clear call, values can overlap the other calls
# Target sequence (Q9NXA8 whole entry, looked up): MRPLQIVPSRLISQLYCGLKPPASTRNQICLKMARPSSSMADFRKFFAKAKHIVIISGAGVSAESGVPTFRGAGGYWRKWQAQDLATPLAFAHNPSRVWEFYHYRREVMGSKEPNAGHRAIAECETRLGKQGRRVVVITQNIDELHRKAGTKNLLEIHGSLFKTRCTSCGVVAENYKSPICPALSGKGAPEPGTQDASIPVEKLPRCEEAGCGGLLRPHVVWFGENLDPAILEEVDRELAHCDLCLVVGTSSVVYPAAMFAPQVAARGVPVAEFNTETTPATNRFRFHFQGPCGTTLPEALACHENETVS
# S100A4 inh HTS: inhibitors of human S100A4 binding to myosin IIA peptide; P26447; S100A4/TAMRA-MyoIIA peptide fluorescence polarization; inhibition, % at 10.7 µM; hit rate 0.14% among 360,000; AID 652163;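 active = mean inhibition of at least 70% across replicates, with every replicate also reaching that level; inconclusive = mean inhibition reaches 70% but some replicates fall short; inactive = mean inhibition below 70%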
# Target sequence (P26447 whole entry, looked up): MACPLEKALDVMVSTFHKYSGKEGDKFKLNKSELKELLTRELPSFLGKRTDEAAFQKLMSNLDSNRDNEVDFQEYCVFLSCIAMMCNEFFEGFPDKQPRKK
#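 Material: human S100A4 monomer with TAMRA-labelled myosin IIA peptide; buffer or medium: HEPES pH 7.2 with CaCl2, KCl, NaCl, DTT, Triton; compound dosing: one concentration per compound; schedule: 5 min incubation before reading; benchmarks: neutral control DMSO, positive control TFP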
# Statin myotox sup: suppressors of simvastatin-induced myotoxicity in C2C12 myotubes; ATP luminescence, 48 h; scaled: DMSO 0, geranylgeraniol control 100; AID 602340; hit rate 0.78% among 330,000; rescue of ATP level, % at 7.49 µM;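 active = mean ATP rescue above about 67%, or every replicate alone reaching that limit, limit read from the data, passing the limit was not always enough; inconclusive = no clear call, values can overlap the other calls; inactive = mean under the limit and some replicate under it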;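 also: myotubes were challenged with 10 µM simvastatin during compound exposure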
# FN deposition inh: fibronectin deposition inhibition; AH1F fibroblasts, Alexa488-fibronectin deposition fluorescence, overnight; inhibition, % at 12.6 µM; hit rate 0.086% among 350,000;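 active = mean inhibition across replicates of 30% or more, regardless of how many single replicates reach that level; inconclusive = mean under 30% yet at least half of replicates reach 30%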;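 also: positive control wells lacked labelled fibronectin entirely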
#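 Material: AH1F fibroblast monolayer depositing Alexa488-labelled fibronectin into matrix / Amount: 10000 AH1F cells per well / Signal: fluorescence 485/525 nm / Medium: DMEM, 2% serum / Compound: single dose, pinned / Incubation: 1 h cell adhesion before compound, then overnight fibronectin incubation / Reagent: Alexa488-FN, 24 nM final / Read-out: inhibition of fibronectin deposition signal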
# Casp6 inh: blocks human caspase-6 cleavage activity; P55212; purified caspase-6, Z-VEID-R110 cleavage fluorescence; hit rate 0.53% among 350,000; inhibition, % at 12.5 µM;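 active = mean inhibition across replicates at least about 35%, with every replicate also reaching that limit, limit read from the data; inconclusive = only one of the two criteria met; inactive = neither criterion met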;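 also: 0% = median of neutral control wells and 100% = no fluorescence left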
# Target sequence (P55212 24-179 limits assumed): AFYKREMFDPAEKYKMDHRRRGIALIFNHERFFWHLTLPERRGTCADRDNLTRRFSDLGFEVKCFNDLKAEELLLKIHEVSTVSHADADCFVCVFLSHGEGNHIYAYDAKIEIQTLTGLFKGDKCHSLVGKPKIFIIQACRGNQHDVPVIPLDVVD
# Target sequence (P55212 194-293 limits assumed): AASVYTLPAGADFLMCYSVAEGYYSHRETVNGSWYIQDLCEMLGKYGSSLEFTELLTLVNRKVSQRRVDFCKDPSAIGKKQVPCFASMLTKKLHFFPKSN
# esBAF inh: SWI/SNF esBAF complex inhibition; mouse ES cells, Bmi1-luciferase knock-in reporter, 24 h; 100% = twice the neutral-well signal; AID 602393; reporter increase, % at 12.5 µM; hit rate 2% among 350,000; in the data active = activation above about 40%; inconclusive = no clear call, values can overlap the other calls;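 also: 0% = median of the plate's neutral control wells and 100% = double that signal; a rise in the Bmi1 reporter signal indicates esBAF inhibition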
# * marks the source's active call; other numbers are inactive results; ? = inconclusive; nt = not tested or not shown; & = joins results of further samples. These rows are one share of the data. The share of hits here may be higher or lower than overall.
SMILES,LGR2 antag,SIRT5 inh,S100A4 inh HTS,Statin myotox sup,FN deposition inh,Casp6 inh,esBAF inh
Cc1cc(C)nc(N/N=C/C2=C(O)CC(c3ccc(F)cc3)CC2=O)n1 (configuration not stated),29,nt,3,nt,12,-1,nt
Cc1ccc2c(c1)N(CC(=O)N1CCCC1)C(=O)c1cccnc1O2,3,-1,-1,-11,4,-5,3
CC(C)CC(=O)Nc1ccc2c(c1)oc1ccccc12,nt,nt,nt,-28,-44,nt,62*
c1csc(-c2nnc(Cc3cccc4ccccc34)o2)c1,nt,nt,nt,-2,5,nt,10
CCCNC(=O)C[C@@H]1CC[C@@H]2[C@@H](COc3ccc(NS(=O)(=O)c4ccccc4C)cc3C(=O)N2C)O1,-1,2,-10,-18,-11,0,-2
COc1ccc(N2CCN(C(=O)COC(=O)COc3cccc(C(F)(F)F)c3)CC2)cc1,-1,-1,-1,2,-14,0,0
O=C(Cn1cnc2ccccc2c1=O)NCCCN1CCCC1=O,-9,0,-10,7,7,-1,-7
c1ccc(CCNc2cnccn2)cc1,-9,0,0,-1,4,1,1
COCCNC(=O)C1CC(=O)N(c2ccc(F)c(Cl)c2)C1 (configuration not stated),16,-2,-2,0,-3,-1,0
COc1cccc(/C=C2\C=C(c3ccc(C)cc3)OC2=O)c1OC(C)=O,-33,2,1,4,-2,-3,12
COc1ccc(OCc2nc3c4c(ncn3n2)-c2ccccc2CC42CCCC2)cc1,16,nt,nt,-1,nt,nt,-1
Cc1cc(C)c(S(=O)(=O)N(C)CC(=O)NCc2ccccn2)c(C)c1,16,-5,5,nt,-9,-1,nt
CCN1CCN(Cc2ccc(NC(=O)c3cc(NC(=O)c4ccno4)cc(OC)c3)cc2C(F)(F)F)CC1,8&-5,-6&-3,-7&-4,-19&-25,4&-8,-17&-8,-1&-3
CC1(C)CC(N2CCN(C(c3ccccc3)c3ccccc3)CC2)=CC(=[N+]2CCCCC2)C1,34,2,-2,-58,-5,3,-29
CCN(CC)CCN1C(=O)C(=O)/C(=C(/O)c2ccc(C)cc2)C1c1cccnc1 (configuration not stated),0,-6,0,10,-3,-5,-11
Cc1c(CCC(=O)N[C@@H](CC(C)C)C(=O)O)c(=O)oc2cc3oc4c(c3cc12)CCCC4,-20,0,40,1,3,4,-21
CCn1cc(C(=O)NCCC(C)C)c(=O)c2cc(F)c(N3CCN(C)CC3)cc21,-17,-3,-3,-3,-5,-7,-3
CC(=O)NC(c1ccccc1)c1nc(-c2cncnc2)cs1 (configuration not stated),11,-7,0,-4,-7,0,-1
Cc1ccc(SCCC(=O)N2CCOCC2)cc1,-1,-2,-6,3,nt,-1,35
C=CCN=C1SC(C)C(=O)N1S(=O)(=O)c1ccccc1 (configuration not stated),4,3,-4,109*,4,1,-1
CCC(C)(C)C(=O)Nc1ccc(OC)cc1[N+](=O)[O-],nt,-1,3,nt,nt,-2,nt
Cc1cc(C(=O)N2CCN(Cc3ccc4c(c3)OCO4)CC2)on1,3,-4,3,0,-2,-1,2
O=C(Nc1ccc(F)c(Cl)c1)c1cncs1,5,-2,2,0,10,0,1
COc1ccc(CCNC(=O)c2ccc(Cl)cc2)cc1OC,-1,-2,-11,nt,-14,-1,9
Cc1cc(Cn2nc(-c3ccccc3)cc2C(=O)NCC2CC2)on1,19,nt,-1,-6,-3,-3,2

# Structures listed so far printed as active in esBAF inh.
SMILES | LGR2 antag | SIRT5 inh | S100A4 inh HTS | Casp6 inh | esBAF inh
CC(C)CC(=O)Nc1ccc2c(c1)oc1ccccc12 | nt | nt | nt | nt | 62*

# (cont.)
SMILES,LGR2 antag,SIRT5 inh,S100A4 inh HTS,Statin myotox sup,FN deposition inh,Casp6 inh,esBAF inh
COc1ccc(NC(=O)Nc2cccc3c2O[C@@H](CN(C)C(=O)Nc2ccc4c(c2)OCO4)[C@@H](C)CN([C@H](C)CO)C3=O)cc1,4,5,5,-12,nt,1,9
N#Cc1cccc(C(=O)Nc2cccc(S(=O)(=O)N3CCCC3)c2)c1,13,0,2,-2,2,-2,4
CC[C@]12c3[nH]c4ccc(Cl)cc4c3CCN1C(=O)[C@@H](CC(=O)NCc1ccco1)C[C@@H]2C(=O)N1CCN(C(=O)c2ccco2)CC1,-8,-6,3,20,3,6,5
CC12CCC(=O)N1C(C(=O)Nc1ccccc1N1CCCCC1)CS2 (configuration not stated),-8,2,2,9,-6,-143,4
COc1ccc(NC(=O)CC2C(=O)NCCN2C(=O)c2ccccc2)cc1 (configuration not stated),1,-6,4,nt,-2,11,nt
Cc1c(CN2CCC(n3nccc3NC(=O)C3CCOC3)CC2)[nH]c2ccccc12 (configuration not stated),-1,2,-4,20,4,-6,-1
COc1ccc(-n2c(=S)[nH]c3cc(C(=O)NCc4ccccc4)ccc3c2=O)c(OC)c1,3,0,-1,-10,11,-2,1
C[C@@H](O)C#Cc1cnc2c(c1)C(=O)N([C@@H](C)CO)C[C@H](C)[C@@H](CN(C)CC1CCOCC1)O2,20,5,3,-1,-3,0,0
CCOc1ccccc1-c1nc(-c2cccc(Br)c2)no1,-37,-2,-3,nt,nt,0,nt
CCC(C)c1ccc(NC(=O)c2cccnc2)cc1 (configuration not stated),nt,nt,nt,1,-5,nt,50*
C[N+](C)(C)CCN1C(=O)CSC1=O,3,-2,-11,nt,0,-9,nt
C[C@H]1CN([C@@H](C)CO)C(=O)c2cccc(N(C)C)c2O[C@@H]1CN(C)C(=O)NC1CCCCC1,7,-6,8,-17,-1,1,-1
O=C(Nc1ccc(C(=O)N2CCOCC2)cc1)C1CC1,-10,nt,-7,4,11,-2,-6
C[C@H]1CN([C@@H](C)CO)C(=O)c2ccccc2-c2ccccc2CO[C@@H]1CN(C)C(=O)Cc1ccccc1,3,8,3,11,-14,0,-8
C[C@@H]1CN([C@H](C)CO)C(=O)Cc2cc(NC(=O)Cc3ccccc3)ccc2O[C@@H]1CN(C)Cc1ccc(-c2ccccc2)cc1,14,-1,4,58,nt,-3,4
CCCCNC(=S)N(C)/N=C/c1ccc2c(c1)OCO2,-20,0,11,nt,2,1,nt
O=C(Nc1ccc(N2CCCCC2)cc1)C(Cl)c1ccccc1 (configuration not stated),-29,-4,-17,nt,2,2,nt
C=CCNS(=O)(=O)c1ccc(N2C(=O)c3ccccc3C2=O)cc1,1,-6,3,nt,5,-1,nt
CNC(=O)C[C@H]1CC[C@@H]2[C@@H](COc3ccc(NC(=O)Cc4cccs4)cc3C(=O)N2C)O1,3,nt,nt,4,-36,nt,0
O=C(NC(=O)c1ccccc1)Nc1ccccc1,37,-4,-4,-7,-2,0,-50
O=C(COC(=O)c1n[nH]c2ccccc12)NCc1ccccc1,nt,nt,nt,-4,-4,nt,9
Cc1nc(C)c(-c2ccc(SCc3ccccc3C)nn2)s1,-24,-3,-8,-3,-18,-2,52*
CN(C)c1ccc2c(c1)[C@@H]1C[C@H](CC(=O)N3CCc4ccccc4C3)O[C@H](CO)[C@@H]1O2,13,1,3,-6,nt,1,3
Cc1ccc(C(=O)N2CCN(c3ncccn3)CC2)cc1,-8,-2,0,3,6,-3,-1
FC(F)(F)c1ccccc1CN1CCN(C2CCCCCC2)CC1,6,nt,nt,12,-11,nt,-7

# Later entries:
SMILES,LGR2 antag,SIRT5 inh,S100A4 inh HTS,Statin myotox sup,FN deposition inh,Casp6 inh,esBAF inh
COc1ccc(S(=O)(=O)Nc2ccc(F)cc2)c(C)c1C,nt,nt,nt,16,-7,nt,1
O=S(c1ccccc1)C(c1ccccc1)c1ccccc1 (configuration not stated),3,-2,-2,1,-3,-5,-6
O=C(NCc1ccncc1)c1ccc(S(=O)(=O)Nc2ccccc2)cc1,-5,0,3,7,2,-2,nt
O=c1nc(-c2ccccc2)n(-c2ccccc2)c2ncccc12,-6,-1,0,1,nt,-1,0
Cc1ccccc1N1CCN(CC(=O)NCc2ccc(Cl)cc2)CC1,0,-3,-2,-2,3,0,-3
Cc1ccc(CSc2nc(N)cc(N)n2)cc1,nt,-3,-3,10,7,-1,37
O=C(CCNC(=O)C1CCN(S(=O)(=O)c2ccccc2)CC1)NCc1ccc(Cl)cc1Cl,-4,1,0,-1,6,1,-4
Cc1nnc2c3ccccc3c(-c3cccc4ccccc34)nn12,0,nt,nt,41,-2,nt,-9
CC1(C)CC(NC(=O)C2CCC(=O)N(Cc3ccccc3F)C2)CC(C)(C)C1 (configuration not stated),-40,-2,-2,6,-6,-4,47*
COc1ccc(CNC(=O)CSc2nnc3c(n2)[nH]c2ccc(C)cc23)cc1,11,-1,-1,26,1,2,2
COc1ccc(/C=C/C(=O)NCCC(=O)N2CCCN(C)CC2)cc1,11,nt,-4,16,5,-33,-2
CCC(=O)N1CC(=O)N2[C@H](CO)[C@H](c3ccc(C#CCc4ccccc4)cc3)[C@H]2C1,19,-1,-14,nt,nt,0,nt
Cc1c(NCc2ccccc2O)c(=O)n(-c2ccccc2)n1C,-15,-6,3,nt,-9,0,nt
COc1ccc(CCN(C)C2CCCN(C(=O)CCC(F)(F)F)C2)cc1OC (configuration not stated),1,-16,-6,4,-2,-2,-2
Cn1c(N)c(C(=O)CSc2nc(N)cc(=O)[nH]2)c(=O)n(C)c1=O,nt,nt,nt,1,-66,nt,-5
NC(=O)CC(NC(=O)c1ccc(Br)cc1)c1ccc(NCc2ccc(F)c(F)c2)c([N+](=O)[O-])c1 (configuration not stated),3,1,-3,11,0,-1,12
O=C(O)c1nn(CC(=O)N2CCC(Cc3ccccc3)CC2)c(=O)c2ccccc12,-7,3,-1,3,-4,0,-6
COc1ccc(NC(=O)C[C@@H]2C(=O)N(Cc3ccccc3)CC2(C)C)cc1,-5,1,-1,12,-7,0,-6
COc1cccc(-c2ccc3c(c2)[C@H]2[C@H](CCN2C(=O)NC2CCCC2)[C@H](CO)N3C)c1,-68,6,-10,14,3,-4,16
O=C(c1ccc(NS(=O)(=O)c2ccccc2)cc1)N1CCN(Cc2ccc3c(c2)OCO3)CC1,-9,nt,nt,11,nt,nt,-7
CCOC(=O)N/C(N)=N/c1nc2ccccc2s1,nt,nt,nt,-2,-9,nt,57*
C[C@@H]1CCCCO[C@H](CN(C)Cc2ccc(C(F)(F)F)cc2)[C@@H](C)CN([C@H](C)CO)C(=O)c2cc(NC(=O)Nc3ccccc3)ccc2O1,8,nt,nt,nt,1,nt,1
CCOC(=O)c1c(C)[nH]c(C(=O)COC(=O)CNC(=O)c2ccc(Br)cc2)c1C,-6,-1,5,nt,-2,3,nt
CCOC(=O)c1sc(NC(=O)CSc2nc3cccnc3n2C)nc1C,8,2,-4,-49,3,0,-2
CCCn1c2ccccc2c2cnn(CC(=O)NCCOC)c(=O)c21,-10,-1,0,-2,nt,6,-6
CCOC(=O)c1ccc(NC(=O)C2C3CCCCC32)cc1 (configuration not stated),-55,-2,-6,-8,-1,-2,?
O=C(c1ccccc1F)N1CC(=O)N2[C@H](CO)[C@@H](c3ccc(-c4ccc(F)cc4)cc3)[C@@H]2C1,13,9,3,nt,nt,0,nt
CCN1CCN(c2ccc(NC(=O)c3cccc(S(=O)(=O)N4CCCC4)c3)cc2)CC1,8,nt,10,-2,nt,-8,2

# Compound profiles, from the list above:
# Shown for COc1ccc(CNC(=O)CSc2nnc3c(n2)[nH]c2ccc(C)cc23)cc1 = LGR2 antag: 11; SIRT5 inh: -1; S100A4 inh HTS: -1; Statin myotox sup: 26; FN deposition inh: 1; Casp6 inh: 2; esBAF inh: 2
# Shown for COc1cccc(-c2ccc3c(c2)[C@H]2[C@H](CCN2C(=O)NC2CCCC2)[C@H](CO)N3C)c1 = LGR2 antag: -68; SIRT5 inh: 6; S100A4 inh HTS: -10; Statin myotox sup: 14; FN deposition inh: 3; Casp6 inh: -4; esBAF inh: 16

# Screening results deposited in PubChem BioAssay by Broad Institute.
